# bIAP activator – intestinal alkaline phosphatase (bovine) activation; purified bovine IAP, CDP-star luminescence, 30 min; stronger effect = higher value; fold of DMSO-control signal, blank-subtracted; activation factor at 20 µM; actives 0.17% (n = 200,000);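 active means activation factor of 2 or more at 20 µM, a signal rise over negative controls twice the positive control's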
# TNAP act hi DEA – TNAP (human) activation, high acceptor | purified TNAP, CDP-star luminescence, 1 M DEA, 30 min; stronger effect = higher value; 0 = EDTA background, 1 = DMSO-only activity | 200,000 tested, under 10 active | P05186 | AID 1136 | activation factor at 20 µM;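 active means activation factor at least 2 at 20 µM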
#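 Dosing: 20 µM single point. System: human TNAP. Amount: TNAP 1/800 final. Incubation: 30 min, room temperature. Read-out: TNAP activation factor scaled between EDTA and DMSO control wells. Signal: luminescence from CDP-star hydrolysis. Medium: 1 M DEA, pH 9.8, Mg2+, Zn2+. Control set: EDTA negative control, DMSO positive control.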
# TR-FRET SRC-2 ct – counter-screen for PPARgamma SRC-2 recruitment agonists: TR-FRET artefact. actives 0.4% (n = 200,000). TR-FRET ratio at 8 µM. stronger effect = higher value; in the data active means TR-FRET ratio above about 2000; further: inactives centre near 1500
# ROMK primary – modulates human ROMK potassium channel activity; P48048; Tet-inducible ROMK, thallium flux fluorescence; actives lie on both sides; B-score at 10 µM; actives 2% (n = 130,000); AID 1918;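 active means signal ratio slope over the read window, or its plate-corrected B-score, at least 3 SD from the plate mean, either direction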;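 further: B-score of the F/F0 ratio slope over 7 to 12 s after thallium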
# Target sequence (P48048 whole entry, looked up): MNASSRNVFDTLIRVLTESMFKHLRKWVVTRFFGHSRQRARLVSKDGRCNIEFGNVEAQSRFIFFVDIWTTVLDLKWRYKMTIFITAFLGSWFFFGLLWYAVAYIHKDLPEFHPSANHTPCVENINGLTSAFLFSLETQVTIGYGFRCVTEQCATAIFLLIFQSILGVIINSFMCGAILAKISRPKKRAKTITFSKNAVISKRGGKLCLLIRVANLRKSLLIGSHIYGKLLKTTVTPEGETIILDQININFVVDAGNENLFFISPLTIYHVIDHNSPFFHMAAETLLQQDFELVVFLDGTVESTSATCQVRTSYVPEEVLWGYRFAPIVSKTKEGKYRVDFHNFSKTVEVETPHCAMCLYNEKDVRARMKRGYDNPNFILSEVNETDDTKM
# PPARg SRC-1 ag – agonists of human PPARgamma SRC-1 coactivator recruitment; AID 631; P37231; activation, % at 8 µM; PPARgamma-SRC-1 coactivator recruitment biochemical assay; actives 0.41% (n = 200,000); in the data active means activation above about 19%;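 further: 0% = DMSO and 100% = reference agonist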
# Target sequence (P37231 whole entry, looked up): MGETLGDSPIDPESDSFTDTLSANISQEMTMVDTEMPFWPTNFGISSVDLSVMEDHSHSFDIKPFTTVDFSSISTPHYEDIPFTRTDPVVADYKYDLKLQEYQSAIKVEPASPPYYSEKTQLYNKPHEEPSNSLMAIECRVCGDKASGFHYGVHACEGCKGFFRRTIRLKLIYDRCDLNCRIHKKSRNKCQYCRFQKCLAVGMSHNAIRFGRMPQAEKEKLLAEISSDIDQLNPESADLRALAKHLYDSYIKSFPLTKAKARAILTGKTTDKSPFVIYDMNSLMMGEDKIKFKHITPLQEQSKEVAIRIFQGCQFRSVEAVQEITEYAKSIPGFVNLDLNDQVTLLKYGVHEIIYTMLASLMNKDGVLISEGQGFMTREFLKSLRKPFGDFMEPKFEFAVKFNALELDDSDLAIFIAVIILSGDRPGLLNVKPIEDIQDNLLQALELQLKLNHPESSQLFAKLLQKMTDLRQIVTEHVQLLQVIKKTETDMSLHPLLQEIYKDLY
# PPARg SRC3 recr – promotes SRC-3 coactivator recruitment by human PPARgamma. P37231. biochemical PPARgamma/SRC-3 coactivator recruitment assay. activation, % at 8 µM. actives 0.26% (n = 200,000); in the data active means activation above about 23%;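 further: 0% = DMSO and 100% = reference agonist; some compounds past the cut are filed as inactive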
# STAT3 act – STAT3 signaling activation | U3A cells, IL-6 STAT3-luciferase reporter, luminescence; 100% = signal with IL-6 EC80 alone | activation (% of control), % at 5.6 µM | actives 0.91% (n = 190,000) | AID 871;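 active means activation above the screen-wide mean of compound activation plus 3 SD, cut at about 130% in these data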;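 further: 0% = background luminescence of wells with medium and substrate only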
#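 Material: STAT3-luciferase reporter U3A cells; Probe or stimulus: IL-6 (33 ng/mL); Incubation: compound pre-incubation 1 h before IL-6, then 6 h stimulation at 37 °C; Technique: luminescence from STAT3-driven luciferase reporter; Evaluation: % activation versus median of IL-6-stimulated wells; Controls: IL-6-only high control.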
# STAT3 inh – STAT3 signaling inhibition. AID 862. actives 0.89% (n = 190,000). U3A cells, IL-6 STAT3-luciferase reporter, luminescence; host cell line lacks STAT1. inhibition, % at 5.5 µM;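 active means inhibition above the mean inhibition across all screened compounds plus 3 SD, cut at about 44% in these data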;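 further: 0% = DMSO only wells and 100% = 100 µM nifuroxazide control wells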
# STAT1 blocker – reduces IFN-gamma driven STAT1 reporter signal; actives 0.35% (n = 200,000); inhibition, % at 5.5 µM; NIH 3T3 STAT1-luciferase reporter, luminescence;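 active means inhibition above a set limit, the mean inhibition across all tested compounds plus 3 SD, cut at about 34% in these data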;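 further: 0% = IFN-gamma with DMSO and 100% = IFN-gamma with 300 µM nifuroxazide; values of inactives mirror those of a sister screen read the other way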
# PPARg SRC2 recr – PPARgamma-driven SRC-2 recruitment agonism | activation, % at 8 µM | P37231 | actives 0.34% (n = 200,000) | PPARgamma LBD-SRC-2 recruitment, biochemical; in the data active means activation above about 22%;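 further: 0% = vehicle and 100% = reference agonist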
# bIAP inhibitor – blocks bovine intestinal alkaline phosphatase activity; purified bovine IAP, CDP-star luminescence, 30 min; inhibition, % at 20 µM; 190,000 tested, under 10 active;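 active means over 50% inhibition of intestinal alkaline phosphatase at 20 µM in the single-dose screen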
#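 System: Purified bovine intestinal alkaline phosphatase (IAP) enzyme | Input: IAP diluted 1/65,000,000 in the well | Also added: CDP-star chemiluminescent phosphatase substrate, 30 µM final | Dosing: 20 µM single dose | Times: Enzyme reaction for 30 min at room temperature | Detection: Luminescence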
# Starred values were filed as active, the others as inactive; nt = not tested or not shown; & = joins results of further samples.
nr	structure	bIAP activator	PPARg SRC3 recr	TR-FRET SRC-2 ct	TNAP act hi DEA	STAT1 blocker	PPARg SRC-1 ag	ROMK primary	STAT3 act	bIAP inhibitor	PPARg SRC2 recr	STAT3 inh
1	O=C(NCC1CCCO1)C(c1cccnc1)N(C(=O)Cc1cccs1)c1cccnc1 (stereo unspecified)	1.1	4	1483	1	7	0	-0.13	105	-10	2	2
2	COC(=O)c1ccc(NC(=O)c2ccccc2N(C)S(=O)(=O)c2ccccc2)cc1	1	1	1499	1.3	6	5	-1.1	106	3	0	1
3	CC1=C(C)/C(=N\OC(=O)/C=C/c2ccccc2)C=CC1=O	0.9	5	1514	1	1	2	nt	104	12	9	-5
4	COCCN(C(=S)Nc1ccc(OC)cc1)C(C)c1cccs1 (stereo unspecified)	1.2	2	1513	1	5	-7	nt	100	-24	0	1
5	Cc1sc(NC(=O)CSc2nnc(COc3ccccc3)n2C)c(C#N)c1C	1	6	1610	1	2	-4	nt	101	3	5	4
6	O=C(c1ccc(COc2ccc(Br)cc2)o1)N1N=C(C(F)F)CC1(O)C(F)F (stereo unspecified)	1.1	-1	1288	1	0	0	nt	97	-6	-5	6
7	CCN(CC)C(=O)Cn1nnc(-c2ccc(S(C)(=O)=O)cc2)n1	1	7	1484	1.1	-2	0	-1	111	2	14	-5
8	COc1ccc(N(CC(=O)NC2CCCC2)S(=O)(=O)c2c(C)[nH]c(=O)[nH]c2=O)cc1	1	13	1900	1.1	8	1	nt	94	5	-10	12
9	COCCSc1ccccc1C(=O)NCc1ccc2c(c1)OCO2	0.9	2	1466	1.1	6	-5	nt	100	8	-7	2
10	CC(=O)Nc1ccc(N=Nc2ccccc2)cc1	0.9	2	1444	1	-59	1	0.08	108	14	0	-5
11	C=C(C)Cn1c(CCNC(=O)CC)nc2ccccc21	0.9	-10	1448	1	3	-8	nt	98	6	-8	6
12	COc1ccc(-c2noc(CCCC(=O)NCCc3ccccc3)n2)cc1OC	1	11	1596	1	-5	4	nt	99	-3	9	5
13	CCOP(=O)(/C(C#N)=C(\C)O)c1ccccc1 (stereo unspecified)	1	0	1589	1	-4	-6	0.65	95	-4	10	12
14	Cc1ccc(NC(=O)Nc2cccn(Cc3c(F)cccc3Cl)c2=O)cc1	1.1	1	1536	1	-1	7	0.07	99	-13	1	8
15	Cc1ccc(C)c(C(C)NC(=O)C2C3CCC(O3)C2C(=O)O)c1 (stereo unspecified)	0.9	15	1580	1	4	7	-0.02	99	8	7	2
16	CCc1ccc2[nH]cc(C(=O)OCCOC)c(=O)c2c1	1	2	1496	1	3	8	nt	106	4	7	0
17	O=C(/C=C/c1ccc(Cl)cc1Cl)Nc1ccncc1	0.9	-4	1485	1	-9	-2	-0.83	92	6	6	7
18	CCOC(=O)N1CCN(C(=S)NC(=O)c2ccc(Br)cc2)CC1	1	3	1666	1	3	-1	0.66	118	-2	-1	-14
19	CC(C)Cn1c(N)c(S(=O)(=O)c2cccs2)c2nc3ccccc3nc21	0.9	15	1511	1	-3	6	nt	100	8	1	5
20	CCOC(=O)c1oc2ccccc2c1NC(=O)c1cccc(OC)c1OC	1	-1	1624	1	-8	1	nt	106	-3	5	-2
21	O=S(=O)(c1ccc(OCC(O)CN2CCc3ccccc3C2)cc1)N1CCOCC1 (stereo unspecified)	1	-13	1530	1.1	-3	-5	0.7	94	3	-5	11
22	Cc1onc(-c2ccccc2)c1C(=O)N1CCN(C/C=C/c2ccccc2)CC1	1	-10	1490	1	2	-1	nt	96	-5	2	13
23	CCOC(=O)C1(Cc2ccc(OC)cc2)CCN(C(=O)Cc2cccnc2)CC1	1.1	3	1632	1	-5	10	-0.24	94	-12	5	13
24	Cc1ccc(-c2cnc(N)n2C)cc1C	1.1	-9	1375	1.1	-7	-7	nt	103	-15	-5	-3
25	CCOC(=O)NC(=O)COC(=O)CCCSc1nc2ccccc2s1	1.1	-6	1488	1	6	6	2	102	-14	0	2
26	CCOc1nc(-c2ccc(C)cc2)ccc1-c1noc(COC)n1	0.8	-5	1544	1.1	10	-2	-0.48	92	15	-3	12
27	Cc1ccc(NS(=O)(=O)c2c(C)[nH]c(=O)[nH]c2=O)cc1C	1	7	1583	1.1	5	2	0.0034	98	2	13	9
28	Cc1ccc(C(=O)N/N=C\c2ccccc2[N+](=O)[O-])cn1	0.9	1	1433	1	-32	-8	-0.53	89	6	-2	22
29	O=C(O)CN1C(=O)CSc2ccccc21	1	0	1818	1	-3	6	nt	97	-4	6	8
30	Cc1cc2ccccc2c(=O)n1CC(=O)NCCC1=CCCCC1	1	5	1575	1	4	9	0.044	100	1	-4	3
31	C[C@@H](CN1C2=NC[C@H](Cc3ccc(O)cc3)N2C[C@H]1Cc1ccc(O)cc1)NC(=O)CCC1CCCCC1	1.3	4	1538	1	-1	-2	nt	nt	-32	-2	nt
32	COC(=O)C(Cc1cnc[nH]1)NC(=O)C1CCC(=O)N1 (stereo unspecified)	1	-4	1484	1	0	6	1.9	100	-4	-2	3

# 2 compounds drawn at random from the list so far:
nr	structure	bIAP activator	PPARg SRC3 recr	TR-FRET SRC-2 ct	TNAP act hi DEA	STAT1 blocker	PPARg SRC-1 ag	ROMK primary	STAT3 act	bIAP inhibitor	PPARg SRC2 recr	STAT3 inh
29	O=C(O)CN1C(=O)CSc2ccccc21	1	0	1818	1	-3	6	nt	97	-4	6	8
25	CCOC(=O)NC(=O)COC(=O)CCCSc1nc2ccccc2s1	1.1	-6	1488	1	6	6	2	102	-14	0	2

# Further compounds follow.
nr	structure	bIAP activator	PPARg SRC3 recr	TR-FRET SRC-2 ct	TNAP act hi DEA	STAT1 blocker	PPARg SRC-1 ag	ROMK primary	STAT3 act	bIAP inhibitor	PPARg SRC2 recr	STAT3 inh
33	CC(=O)Nc1ccc(S(=O)(=O)N(Cc2ccccc2)c2ccccc2)cc1	1	5	1771	1.1	2	-5	nt	103	4	9	3
34	O=C(COC(=O)c1cccnc1Cl)Nc1cccc(S(=O)(=O)N2CCCCC2)c1	1.2	-3	1425	1.1	10	0	0.58	104	-18	-9	-3
35	CC(=O)Nc1ccc(NC(=O)C(C)OC(=O)/C=C/c2cccs2)cc1 (stereo unspecified)	0.9	5	1738	1	7	7	-0.89	95	6	8	13
36	O=[N+]([O-])C1=CC=C2C(=NC3(CCCCC3)N2O)C1=NCCO	0.9	15	1527	0.9	-1	14	0.75	108	15	16	-2
37	CCCC(=O)N1CCCC(c2nc(-c3cccc(OC)c3)no2)C1 (stereo unspecified)	1	0	1484	1	-23	2	0.57	89	1	0	19
38	COc1ccccc1OCC(=O)N(Cc1nc(-c2ccc(Cl)cc2)no1)C(C)C	1	0	1691	1.1	3	3	nt	101	1	8	8
39	COc1cc(/C=C/C(=O)NC(C)CCc2ccccc2)cc(OC)c1OC (stereo unspecified)	0.9	1	1677	1	1	4	0.61	91	13	2	18
40	O=[N+]([O-])c1cc(-n2cccc2)ccc1N1CCOCC1	1	1	1410	1	-12	-2	nt	87	2	4	16
41	CCCCNS(=O)(=O)c1ccc(S(=O)(=O)n2cnc3ccccc32)cc1	0.8	6	1619	1	0	0	0.8	97	17	1	7
42	CC(C)NS(=O)(=O)c1ccc(OCC(=O)Nc2ccc3c(c2)OCCO3)cc1	0.8	1	1589	1	-3	7	nt	101	22	3	2
43	N#Cc1ccc(-c2ccc(F)cc2)nc1Oc1ccc(Cl)c(Cl)c1	0.8	7	1445	1	6	6	-0.56	102	19	3	5
44	CC1=[N+]([O-])C(N2CCOCC2)C(O)(c2ccccc2)C1 (stereo unspecified)	0.9	3	1591	1	-9	9	nt	101	6	5	7
45	CC(C)(C)OCC(O)CN1CCN(C(=O)c2ccccc2)CC1 (stereo unspecified)	0.9	3	1695	1	-4	7	0.58	94	9	5	14
46	Cc1ccc(CNC(=O)CCOc2ccc(C(C)(C)C)cc2)cc1	1	-3	1549	1	-2	5	0.97	106	0	-5	1
47	COC(=O)C1Cc2ccccc2CN1C(=O)CCl (stereo unspecified)	1.1	4	1547	1.1	17	2	0.13	98	-7	1	5
48	COc1cc2c(cc1OC)C(CSc1ccccc1C(=O)O)=NC(C)(C)C2	1	3	1624	1	9	4	-0.51	115	-2	3	-14
49	COC(=O)CCC(=O)N1CCOCCOCCOCC1	1	1	1627	1.1	4	2	0.036	104	2	0	1
50	COc1cc2c(cc1OC)CN(C(=O)CSc1nc(N)c(C#N)cc1C#N)CC2	0.9	1	1667	1	3	8	-1.1	100	8	7	2
51	CC(C)C(NC(=O)c1ccccc1Cl)C(=O)OCc1nc2scc(-c3ccccc3Cl)c2c(=O)[nH]1 (stereo unspecified)	0.6	5	1275	1	-5	-2	-0.79	89	42	1	20
52	CC(C)C(=O)Nc1ncc(Cc2cccc(Cl)c2)s1	0.9	4	1513	1.1	-1	11	0.35	94	8	-4	15
53	CCOc1ccc(-n2nnc3c(=O)n(CC(=O)c4ccccc4)cnc32)cc1	0.9	4	1542	1	-2	12	nt	96	6	6	5
54	CC(C)CC(c1nnnn1C(C)(C)C)N1CCN(Cc2ccccc2)CC1 (stereo unspecified)	1.1	2	1645	1.1	0	3	nt	101	-8	-1	1
55	COc1ccc(C2SCC(=O)N2c2nc3ccccc3s2)cc1 (stereo unspecified)	1	1	1622	1	1	4	-2.3	109	3	6	-8
56	O=C1Cc2ccccc2Sc2ccc(O)cc21	1	-1	1448	1	2	-4	-0.67	106	0	3	-5
57	O=C(CSCc1ccc(Cl)cc1)Nc1cccc(C(=O)Nc2ccccc2C(=O)O)c1	0.9	-1	1484	1	2	5	nt	111	6	-4	-2
58	C=C(C(=O)c1ccccc1)C(C)CC(=O)c1ccccc1 (stereo unspecified)	1	5	1708	1	3	9	nt	101	2	-7	-2
59	C[n+]1ccccc1/C=N/O	0.9&1	1&1	1666&1437	1	14&4	13&6	nt	101&104	9&2	7&7	1&-2
60	Cc1ccc(C(=O)Nc2ccccc2N2CCN(C(=O)C(C)C)CC2)cc1	0.8	-2	1639	1.1	-3	2	-0.032	101	16	6	2
61	Cc1nc2ccccc2c(=O)n1/N=C/c1ccncc1	0.9	17	1608	1	4	2	0.05	88	10	-1	17
62	CCNC(=O)/C(C#N)=C/c1c(N(Cc2ccccc2)Cc2ccccc2)nc2ccccn2c1=O	0.9	8	1628	1	12	4	nt	102	8	9	-1
63	COC(=O)c1cccnc1NC(=S)NC1CCCCC1	1	-1	1410	1	1	5	1.8	100	0	-1	11
64	Cc1cc(-c2csc(N)n2)c(C)n1-c1ccc(Cl)c(Cl)c1	0.8	9	1542	1	1	10	0.56	106	19	6	-3
65	FC(F)(F)c1ccc(NC(=S)NCc2ccccc2)cc1	0.9	-6	1602	1	6	-4	0.52	97	13	0	8
